# Compound activity (PubChem)
# RGS4 inh: human RGS4 inhibition; HEK293 M3R/RGS4 inducible, Fluo-4 calcium flux; active compounds read high; triggered by carbachol at its EC20; P49798; B-score at 10 µM; actives 0.45% (n = 310,000);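 active means B-score, a plate-corrected calcium signal, over three deviations above library mean, with baseline fluorescence within five deviations of library mean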;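 further: RGS4 expression induced by doxycycline in cells with stable M3 receptor; B-score is computed from the integrated fluorescence ratio over baseline after carbachol; higher B-score means a larger calcium signal and so more RGS4 inhibition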
# Target sequence (P49798 whole entry, looked up): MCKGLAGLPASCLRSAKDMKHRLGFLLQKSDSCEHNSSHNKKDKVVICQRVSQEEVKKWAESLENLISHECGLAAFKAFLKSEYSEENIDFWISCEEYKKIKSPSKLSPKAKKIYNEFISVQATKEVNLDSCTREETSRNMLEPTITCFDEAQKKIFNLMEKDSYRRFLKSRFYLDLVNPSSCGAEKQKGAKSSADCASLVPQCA
# SKKanGAS inh: inhibitors of SKKanGAS S. pyogenes growth in kanamycin (SK-promoter or general growth effect); BacTiter-Glo, 6 h; inhibition, % at 7.5 µM; actives 1.3% (n = 300,000); AID 1662;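 active means mean replicate score, as percent of positive control median, at least 50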;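 further: strain carries kanamycin resistance gene driven by streptokinase promoter and grows in 40 µg/ml kanamycin; loss of luminescence reflects streptokinase promoter inhibition or plain growth inhibition; 0% = median of DMSO wells and 100% = positive control at its reference dose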
# TMEM16A act: mouse TMEM16A channel activation, primary screen; Q8BHY3; HEK293 TMEM16A/YFP-H148Q/I152L, iodide quench fluorescence; active compounds read low; B-score at 10 µM; actives 0.3% (n = 340,000);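 active means fluorescence-ratio B-score plate-corrected deviation score at least 3 library SD below zero, with starting fluorescence score within 5 deviations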;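 further: channel opened by trigger with iodide after compound preincubation; score built on the fluorescence ratio of max minus min over baseline; more negative score means more quench and so TMEM16A activation or potentiation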
# hERG rescue: compounds protecting human hERG from proarrhythmic drug block; CHO-hERG, FluxOR thallium flux, dofetilide IC70 present; actives 0.51% (n = 310,000); activation (rescue from dofetilide block), less the hit threshold, % at 10 µM;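 active means activation above the mean of controls blocked by dofetilide plus 5 SD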;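 further: thallium influx through hERG after potassium depolarization seen as dye fluorescence rise; in these data hits start at about 4.7%; inactives centre near -7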
# KCNK9 block: human KCNK9 channel inhibition; HEK293 KCNK9, FluxOR thallium flux fluorescence; active compounds read low; B-score at 10 µM; actives 1.2% (n = 310,000); AID 488922;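 active means ratio B-score over 3 SD below the library mean, with starting fluorescence within 5 SD of its mean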;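 further: negative B-score means less thallium flux so channel inhibition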
# KCNQ1 block: human KCNQ1 channel inhibition; P51787; CHO-K1 KCNQ1, FluxOR thallium flux fluorescence; active compounds read high; B-score at 10 µM; actives 1.3% (n = 310,000); AID 2642;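 active means compounds whose thallium flux B-score, printed positive for inhibition, exceeds three library SD while starting fluorescence stays within three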;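 further: channel opened by potassium depolarization with thallium stimulus after 20 min compound exposure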
# KCNQ1 act: potentiates or activates the human KCNQ1 potassium channel; B-score at 10 µM; CHO-K1 KCNQ1, thallium flux FluxOR fluorescence; active compounds read high; AID 2648; actives 0.35% (n = 310,000); P51787;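 active means fluorescence ratio B-score, a plate-corrected score, at least three library SD, with initial intensity B-score within 5 SD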
#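 System: CHO-K1 cells stably expressing KCNQ1 / Medium: assay buffer for compound exposure, DMSO matched across wells / Reagent: thallium- and potassium-containing depolarizing buffer / Compound: one concentration, matched DMSO / Incubation: 20 min compound pretreatment at room temperature / Measured by: kinetic FluxOR fluorescence, 10 s baseline plus 110 s post-stimulus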
# KCNK3 inh: human KCNK3 channel inhibition, primary screen | B-score at 10 µM | AID 602410 | actives 0.84% (n = 340,000) | CHO-KCNK3 thallium flux, FluxOR fluorescence; active compounds read low;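 active means B-score under library mean minus 4 SD, starting fluorescence ratio at most library mean plus 5 SD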;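 further: more negative B-score means stronger inhibition of thallium flux through KCNK3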
# Target sequence (O14649 whole entry, looked up): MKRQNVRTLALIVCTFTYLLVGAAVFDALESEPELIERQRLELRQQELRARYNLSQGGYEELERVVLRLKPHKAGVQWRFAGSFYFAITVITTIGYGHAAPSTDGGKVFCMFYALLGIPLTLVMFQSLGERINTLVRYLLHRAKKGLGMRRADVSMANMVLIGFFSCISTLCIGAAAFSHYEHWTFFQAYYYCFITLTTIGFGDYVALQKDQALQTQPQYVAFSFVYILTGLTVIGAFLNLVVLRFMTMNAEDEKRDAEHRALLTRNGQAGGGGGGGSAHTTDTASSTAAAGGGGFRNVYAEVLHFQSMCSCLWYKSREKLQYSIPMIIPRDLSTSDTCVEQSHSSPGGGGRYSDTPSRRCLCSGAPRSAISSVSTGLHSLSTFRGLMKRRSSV
# HDAC3 inh: inhibitors of human histone deacetylase 3; recombinant HDAC3, fluorogenic peptide/trypsin coupled, fluorescence; inhibition, % at 8.3 µM; actives 0.15% (n = 320,000); AID 2718; in the data active means inhibition above about 26%, passing the limit was not always enough
# Target sequence (O15379 whole entry, looked up): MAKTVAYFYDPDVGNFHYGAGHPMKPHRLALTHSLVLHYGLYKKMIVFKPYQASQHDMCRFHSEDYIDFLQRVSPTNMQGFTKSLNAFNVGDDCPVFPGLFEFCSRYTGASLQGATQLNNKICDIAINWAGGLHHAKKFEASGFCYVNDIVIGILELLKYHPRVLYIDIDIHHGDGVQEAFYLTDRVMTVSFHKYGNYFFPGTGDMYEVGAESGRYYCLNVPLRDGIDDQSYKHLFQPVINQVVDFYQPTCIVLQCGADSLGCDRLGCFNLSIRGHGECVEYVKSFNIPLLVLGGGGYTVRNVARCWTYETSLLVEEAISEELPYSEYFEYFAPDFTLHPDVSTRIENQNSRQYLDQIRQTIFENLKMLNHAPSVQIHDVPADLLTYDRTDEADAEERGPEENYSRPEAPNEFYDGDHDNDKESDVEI
# ANO1 block: inhibitors of mouse TMEM16A calcium-activated chloride channel; normalized B-score (activity score, 25-100; higher = stronger inhibition) at 10 µM; actives 1.2% (n = 310,000); Q8BHY3; HEK293 TMEM16A/YFP iodide influx fluorescence, ionomycin;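 active means ratio plate-corrected score three or more library SD toward inhibition, starting fluorescence score within five deviations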;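 further: score derived from kinetic fluorescence span divided by baseline fluorescence per well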
# RGS4 pot: potentiators or activators of RGS4; B-score at 10 µM; actives 0.92% (n = 310,000); AID 463111; HEK293 M3R/inducible RGS4, carbachol calcium flux Fluo4; active compounds read low;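 active means B-score of the integrated calcium signal more than 4 SD below the library mean, with starting fluorescence not abnormally high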;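 further: negative B-score means reduced calcium response which marks RGS4 activation or potentiation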
#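 Also added: carbachol at ECmax as muscarinic agonist stimulus; Assay system: HEK293 cells with stable M3R and inducible RGS4; Timing: overnight RGS4 induction, 30 min dye load 37 °C, 20 min compound RT; Measured by: Fluo4-AM (2 µM) calcium-flux fluorescence, kinetic read.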
# * hit, by the source's call; i = inactive; · = not tested or not shown. Random draw from the library; overall some 6.3% were active at least once.
Molecule,KCNQ1 block,KCNQ1 act,HDAC3 inh,TMEM16A act,hERG rescue,KCNK3 inh,KCNK9 block,RGS4 inh,ANO1 block,SKKanGAS inh,RGS4 pot
CC(C)(C)c1ccc(S(=O)(=O)/N=C2\C=C(NS(=O)(=O)c3ccccc3)C(=O)c3ccccc32)cc1,8*,i,8,i,-25,i,-7*,i,100*,94*,i
Cc1ccc(CNCC(=O)Nc2ccc(N3CCOCC3)cc2)cc1,i,i,3,i,-10,i,i,i,i,-5,i
CCOc1ccc2nc(NC(=O)c3ccoc3C)sc2c1,i,i,7,i,-4,i,i,i,i,91*,i
O=C(CSCc1nc2ccccc2[nH]1)Nc1ccc2ccccc2c1,i,i,10,i,-14,i,i,i,i,-2,i
CCOC(=O)C1CCN(S(=O)(=O)c2ccc(OC)c(OC)c2)CC1,i,i,5,i,-11,i,i,i,i,-1,i
O=C(Nc1ncn[nH]1)c1ccc(Cl)cc1Cl,i,i,5,i,-10,i,i,i,i,2,i
COc1ccc(C2=NS(=O)(=O)N(C)C(C(=O)Nc3ccc(OC)c(OC)c3)=C2)cc1,i,i,·,i,-13,i,i,i,i,3,i
CN(C)C(CNc1ccc([N+](=O)[O-])cc1C#N)c1ccccc1 (configuration not stated),i,i,-4,i,-4,i,i,i,i,2,i
O=C(OCC(=O)N1CCN(C(=O)c2ccco2)CC1)c1cn(-c2ccccc2)nc1-c1ccccc1,i,i,-11,i,-18,i,i,i,i,-3,i
CC1=CC=CC2=NC(=O)CC(C)(C(=O)O)N12 (configuration not stated),i,i,-32,i,-1,i,i,i,i,1,i
N=c1c(C(=O)NCc2ccc3c(c2)OCO3)cc2c(=O)n3ccccc3nc2n1Cc1cccnc1,i,i,-3,i,-13,i,i,i,i,-8,i
CCCn1cnc2c(oc3ccccc32)c1=O,i,i,-4,i,-2,i,i,i,i,3,i
O=C(/C=C/c1ccccc1Cl)c1ccc[nH]1,i,i,1,i,-9,i,i,i,i,5,i
CCc1cccc(CC)c1NC(=S)NCc1ccc2[nH]c(C)cc2c1,i,i,2,i,-8,i,i,i,i,1,i
COc1ccc(C(=O)NCCSc2ccccc2)cc1,i,i,3,i,1,i,i,i,i,3,i
Cc1ccc(NC(=O)CCc2nc3ccccc3s2)c(O)c1,i,i,2,i,-6,i,i,i,i,-6,i
O=C(c1n[nH]c(=O)c2ccccc12)N1CCN(C2c3ccccc3-c3ccccc32)CC1,i,i,-2,i,-7,i,i,i,i,0,i
CCCCC(=O)N/N=C(\C)c1cccc(NC(=O)C2CC2)c1,i,i,-3,i,-10,i,i,i,i,-5,i
COc1ccc(C2C(=O)N(C3CCCCC3)CC(=O)N2C2CCCC2)cc1 (configuration not stated),i,i,1,i,-8,i,i,i,i,5,i
COc1cccc(/C=N/Nc2nc(C)cc(=O)[nH]2)c1OC,i,i,1,i,-5,i,i,i,i,-2,i
Cc1ccc2c(c1)N(CC(=O)NCCC1=CCCCC1)C(=O)c1cccnc1O2,i,i,6,i,-12,i,i,i,i,1,i
Cc1ccc(S(=O)(=O)CCC(=O)OCC(=O)NCC(=O)Nc2c(C)cc(C)cc2C)cc1,i,i,-2,i,-11,i,i,i,i,-4,i
S=C(Nc1cccnc1)N1CCN(c2ccccc2Cl)CC1,i,i,-1,i,-5,i,i,i,i,-3,i
Cc1cc(N2CCN(C)CC2)nc2ccc(NC(=S)N3CCN(c4ccc(Cl)cc4)CC3)cc12,i,i,6,i,-13,i,i,i,i,-5,i
N/C(=N\OC(=O)Cc1ccccc1[N+](=O)[O-])c1cccnc1,i,i,0,i,-8,i,i,i,i,2,i
CC(C)(C)N/N=C/c1cc(Cl)cc([N+](=O)[O-])c1O,i,i,2,i,-12,i,i,i,i,7,i
CC1CN(C(=O)N2CCCCC2)CCN1C(=O)N1CCCCC1 (configuration not stated),i,i,-1,i,-4,i,i,i,i,-8,i
Cc1nn(CC(=O)Nc2ccccn2)c(C)c1[N+](=O)[O-],i,i,5,i,-13,i,i,i,i,5,i
Cc1cccc(NNC(=O)C2CCC2)c1,i,i,-3,i,-11,i,i,i,i,1,i
CCOC(=O)Cn1nc(C)n(-c2ccc(Br)cc2)c1=O,i,i,-3,i,-6,i,i,i,i,5,i
CCN(CC)c1nc2n(c(=O)n1)CCN2CC,i,i,-1,i,-4,i,i,i,i,3,i
COc1ccccc1N1CCN(C(=O)/C=C/c2ccccc2)CC1,i,i,0,i,-9,i,i,i,i,1,i
COc1ccc(NC(=O)CNC(=O)Cc2cccc3ccccc23)c(OC)c1,i,i,-2,i,-14,i,i,i,i,-4,i
Cc1ccc(C(=O)Nc2ccc(S(=O)(=O)N3CCc4ccccc4C3)cc2)o1,i,i,-2,i,-10,i,i,i,i,9,i
CC(C)OCCCNC(=O)NC(=O)c1ccc(Cl)cc1,i,i,-6,i,-4,i,i,i,i,1,i
Cn1c(CN2CCOCC2)nnc1SCc1ccccc1,i,i,-2,i,-6,i,i,i,i,1,i
CCN(CC(=O)Nc1ccccc1C(F)(F)F)C(=O)C1CSC2(C)CCC(=O)N12 (configuration not stated),i,i,0,i,-8,i,i,i,i,-8,i
COc1ccc(C2/C(=C(/O)c3ccc4c(c3)CC(C)O4)C(=O)C(=O)N2Cc2ccncc2)cc1 (configuration not stated),i,i,3,i,-11,i,i,i,i,1,i
Cc1ccc(CCNC(=O)C23CN(Cc4ccccc4)CC2C(c2cccc([N+](=O)[O-])c2)=NO3)cc1 (configuration not stated),i,i,-5,i,-8,i,i,i,i,15,i
Cc1c(-c2nnc(SCC(=O)O)n2-c2ccccc2Br)nnn1-c1ccccc1,i,i,1,i,-3,i,i,i,i,-2,i
COc1ccc2c(c1)C=CC1(O2)N(CCO)c2ccccc2C1(C)C (configuration not stated),i,i,6,i,-2,i,i,i,i,7,i
O=C(COC(=O)C1CC2CCCC(C1)C2=O)NNC(=O)c1ccccc1F (configuration not stated),i,i,0,i,-14,i,i,i,i,-12,i
CC(=O)NCCC(=O)Nc1nc(-c2cccs2)c(-c2cccs2)s1,i,i,-1,i,0,i,i,i,i,-6,i
COC(=O)c1ccc(NC(=O)C[n+]2ccccc2C)cc1,i,i,-12,i,-5,i,i,i,i,-1,i
CCOC(=O)c1c(C)[nH]c(C(=O)N2CCCC(C(=O)c3cccc(OC)c3)C2)c1C (configuration not stated),i,i,6,i,-12,i,i,i,i,0,i
Cc1ccc(C)c2[nH]c(=O)c(CN(CC3CCCO3)C(=S)NCc3ccco3)cc12 (configuration not stated),i,i,0,i,-4,i,i,i,i,-4,i
c1ccc(Cn2c[n+](Cc3ccccc3)cn2)cc1,i,i,0,i,-3,i,i,i,i,-1,i
O=C(COc1ccc2c(-c3ccccc3)cc(=O)oc2c1)NCCCn1ccnc1,i,i,-2,i,-10,i,i,i,i,1,i
COc1ccc(OCCCC(=O)Nc2nccs2)cc1,i,i,-1,i,-5,i,i,i,i,4,i
COc1ccccc1-c1cc(C(=O)Nc2c(F)cc(F)cc2Br)no1,i,i,-5,i,-4,i,i,i,i,-10,i
O=S(=O)(c1ccc2ccccc2c1)N1CCN(CCO)CC1,i,i,-1,i,-7,i,i,i,i,6,i
CC(=O)Nc1ccc(NC(=O)C(C)OC(=O)C2(c3ccc(F)cc3)CCCC2)cc1 (configuration not stated),i,i,8,i,3,i,i,i,i,-4,i
O=C1c2ccc([N+](=O)[O-])cc2C(=O)N1Cc1cccnc1,i,i,-1,i,-4,i,i,i,i,-2,i
C=CCOc1ccc(Br)cc1CNCCCN1CCOCC1,i,i,-1,i,-7,i,i,i,i,1,i
O=C(/C=C/Nc1ccc(F)c(Cl)c1)c1ccco1,i,i,2,i,0,i,i,i,i,-7,i
CCCn1c(SCC(=O)N2c3ccccc3CCc3ccccc32)nc2c1c(=O)n(C)c(=O)n2C,i,i,4,i,-6,i,i,i,i,4,i
Cc1ccc(S(=O)(=O)N2CCOCC2)cc1C(=O)OC(C)C(=O)c1ccccc1 (configuration not stated),i,i,2,i,-14,i,i,i,i,-5,i
CC1=C(C(=O)OCc2ccccc2)C(c2ccccc2-c2ccccc2)NC(=O)N1CCCCCC(=O)O (configuration not stated),i,i,10,i,-10,i,i,i,i,29,i
C/C(=N\NC(=S)NCc1ccccc1)c1ccc2ccccc2c1,i,i,9,i,-9,i,i,i,i,-14,i
CCOc1ccc(NC(=O)COC(=O)C2(C)CC2(Cl)Cl)c([N+](=O)[O-])c1 (configuration not stated),i,i,11,i,-4,i,i,i,i,-10,i

# (further entries)
Molecule,KCNQ1 block,KCNQ1 act,HDAC3 inh,TMEM16A act,hERG rescue,KCNK3 inh,KCNK9 block,RGS4 inh,ANO1 block,SKKanGAS inh,RGS4 pot
CCOc1cc(NC(=S)NCCCOC)c(OCC)cc1NC(=O)c1ccco1,i,i,6,i,-4,i,i,i,i,-10,i
Nc1c(C(=O)CCC(=O)O)oc2ccc(Cl)cc12,i,i,-3,i,-3,i,i,i,i,-4,i
Cc1ccc(C2C3=C(CC(C)(C)CC3=O)OC3=C2C(=O)CC(C)(C)C3)cc1,i,i,5,i,-5,i,i,i,i,-3,i
COC(=O)c1cccc(NC(=O)Cn2cnc3c2c(=O)n(C)c(=O)n3C)c1,i,i,-1,i,-7,i,i,i,i,1,i
O=C(CSc1nnc(CNC(=O)C23CC4CC(CC(C4)C2)C3)n1-c1ccccc1)Nc1ccccc1,i,i,2,i,-9,i,i,i,i,4,i
Cc1ccc(C(=O)NCCNC(=O)c2ccccc2)cc1,i,i,2,i,2,i,i,i,i,-1,i
COc1ccccc1Nc1nc(N)nc(CN2CCC(C)CC2)n1,i,i,-15,i,-4,i,i,i,i,2,i
COc1ccc(C(N)=O)cc1N,i,i,-3,i,-10,i,i,i,i,-5,i
CCCc1nnc(NC(=O)CCC(=O)N2CCN(Cc3cc(Cl)ccc3OC)CC2)s1,i,i,6,i,-12,i,i,i,i,-3,i
COc1cc([N+](=O)[O-])cc2sc(NC(=O)C3CC3)nc12,i,i,-2,i,-17,i,i,i,i,6,i
CCOc1ccc(C(=O)NCCO)cc1,i,i,-3,i,-20,i,i,i,i,-1,i
